Screens deposited in PubChem BioAssay by National Center for Advancing Translational Sciences (NCATS).
Gal4-VP16 FLuc – VP16 counterscreen qHTS for inhibitors of ROR gamma transcriptional activity; 310,000 tested, 3.5% active; AID 2546, 2010; Drosophila S2 Gal4-VP16 UAS-luciferase, luminescence, 20 h; Potency, µM (series often up to 53.6 µM), inactives show at the top dose activity, negative = inhibition, usual class: inhibitors;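 note: Gal4-VP16 expression switched on by copper sulfate through the metallothionein promoter; potency is the fitted concentration of half-maximal effect; % is set by controls: 0 for no effect and ±100 for the full control effect; nearly all actives have a fitted effect of over 50% in size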
FLuc counter – qHTS profiling assay for firefly luciferase inhibitor/activator using purifed enzyme and Km concentrations of substrates (counterscreen for miR-21 project) | Luciferin 4-monooxygenase (Photinus pyralis), P08659 | purified FLuc, Km substrates, luminescence inhibition | Potency, µM (titrated, usually from 57.5 µM), for inactives: top-dose activity change, negative = inhibition, usual class: inhibitors | 360,000 tested, 6.9% active;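 note: potency is the fitted concentration of half-maximal effect; plate controls were vehicle for no effect and reference inhibitor for full effect; nearly all actives have a fitted effect of over 55% in size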
Target sequence (P08659 whole entry, looked up): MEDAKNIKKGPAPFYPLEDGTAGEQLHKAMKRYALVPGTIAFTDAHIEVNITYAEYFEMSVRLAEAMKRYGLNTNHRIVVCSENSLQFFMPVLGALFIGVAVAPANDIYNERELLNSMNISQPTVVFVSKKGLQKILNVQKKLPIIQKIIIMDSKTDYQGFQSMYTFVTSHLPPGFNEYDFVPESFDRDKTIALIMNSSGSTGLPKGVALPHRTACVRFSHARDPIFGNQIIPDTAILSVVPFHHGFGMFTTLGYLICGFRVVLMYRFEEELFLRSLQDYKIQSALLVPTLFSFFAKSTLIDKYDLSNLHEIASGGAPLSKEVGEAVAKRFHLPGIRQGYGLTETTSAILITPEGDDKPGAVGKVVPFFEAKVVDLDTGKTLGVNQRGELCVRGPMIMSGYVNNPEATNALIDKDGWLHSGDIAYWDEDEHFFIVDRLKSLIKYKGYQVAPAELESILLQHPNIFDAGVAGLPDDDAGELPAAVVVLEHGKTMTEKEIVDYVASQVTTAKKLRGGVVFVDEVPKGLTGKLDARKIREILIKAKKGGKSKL
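Biochemical qHTS of compounds, final roughly 60 µM downward over six points, against 10 nM purified firefly luciferase using Km concentrations of substrates (10 uM D-luciferin, 10 uM ATP) in Tris acetate pH 7.5 buffer; luminescence output.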
Giardia killer – Small Molecules that selectively kill Giardia lamblia: qHTS; Giardia lamblia trophozoite viability; activity change, % at 7.66 µM, hits read low; 340,000 tested, 0.15% active; in the data active = activity change below about -80%; inconclusive = between about -30% and that limit;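 note: parasites exposed to compound for two days anaerobically before the ATP read; % is set by controls: 0 for no effect and ±100 for the full control effect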
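ATP-content bioluminescence gauges trophozoite survival. Cells (100/well) receive compound and incubate anaerobically for 48 hrs at 37 deg C; detection reagent follows for 15-30 min at room temperature.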
Coupling enz – qHTS Assay for Inhibitors of Fructose-1,6-bisphosphate Aldolase from Giardia Lamblia: Coupling assay counterscreen; coupling enzyme system counterscreen, AmpLite Red fluorescence; activity change, negative = inhibition, % at 58.2 µM, hits read low; 290,000 tested, 0.67% active; AID 2472, 2010; in the data active = activity change below about -30%; note: % is set by controls: 0 for no effect and ±100 for the full control effect
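Fluorescence at 525 nm excitation and 598 nm emission measured inhibition of the coupled detection system without aldolase. Compounds (at 57.5 uM final) were preincubated 10 min at room temperature with coupling enzyme reagent before a 20 min substrate/AmpLite Red step.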
KCNH2 3.1 inh – qHTS for Inhibitors of KCHN2 3.1: Mutant qHTS; activity change, % (tested at about 1.8 µM); 340,000 tested, 0.95% active; U2OS KCNH2 3.1, thallium flux FluxOr; stronger effect = lower value; Potassium voltage-gated channel subfamily H member 2, brain isoform KCNH2 3.1 (human);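 active = maximum activity change below -70%; inconclusive = maximum activity change from -70% to -50%; inactive = maximum activity change above -50%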;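 note: thallium influx rate constant from kinetic fluorescence after stimulation buffer; % is set by controls: 0 for no effect and ±100 for the full control effect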
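Virally transduced U2OS (3.1 isoform, 4 h infection in dark at RT) → overnight 37 C → FluxOr + Red40 in HBSS/HEPES, 45 min → stimulation buffer, 2 min kinetic read → rate constant vs DMSO controls.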
Tb PFK inh – qHTS Assay to Find Inhibitors of T. brucei phosphofructokinase | ATP-dependent 6-phosphofructokinase (Trypanosoma brucei brucei), O15648 | T. brucei PFK, ADP-Glo luminescence | Potency, µM (doses to about 57.5 µM), without a hit: at the top dose activity, negative = inhibition, hits mostly inhibitors | 330,000 tested, 0.17% active | AID 485367, 2010;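 note: potency is the fitted concentration of half-maximal effect; 0% = uninhibited 1x PFK enzyme wells and -100% = no-enzyme wells; nearly all actives have a fitted effect of over 60% in size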
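Luminescent ADP detection (ADP-Glo, two-step: ATP depletion then ADP-to-ATP conversion for luciferase) reported PFK activity after 45 min room-temperature reaction of 1.25 nM enzyme with 0.5 mM F6P and 0.1 mM ATP at pH 8.0.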
NPC1 prom act – qHTS Assay for NPC1 Promoter Activators; Potency, µM (doses to about 9.22 µM), without a hit: at the highest dose activation, usual class: activators; 320,000 tested, 2.4% active; Huh7 NPC1 promoter luciferase reporter, 24 h;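 note: potency is the fitted concentration of half-maximal effect; % of control where 0% means no effect; nearly all actives have a fitted effect of over 60% in size; reporter is driven by a mutant NPC1 promoter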
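In 1536-well qHTS, Huh7 cells harboring an NPC1 promoter–luciferase construct received compound for 24 h; activation was quantified by luminescence following luciferase reagent addition.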
RORgamma inh – qHTS for inhibitors of ROR gamma transcriptional activity. Potency, µM (highest dose often 53.6 µM), without a hit: top-dose activity change, negative = inhibition, actives largely listed as inhibitors. Drosophila S2 Gal4-RORgamma UAS-luciferase reporter, 20 h. AID 2551, 2010. 310,000 tested, 5.4% active. Nuclear receptor ROR-gamma (Mus musculus), P51450; note: potency is the fitted concentration of half-maximal effect; % is set by controls: 0 for no effect and ±100 for the full control effect; nearly all actives have a fitted effect of over 60% in size
Target sequence (P51450 whole entry, looked up, the tested form may be a part): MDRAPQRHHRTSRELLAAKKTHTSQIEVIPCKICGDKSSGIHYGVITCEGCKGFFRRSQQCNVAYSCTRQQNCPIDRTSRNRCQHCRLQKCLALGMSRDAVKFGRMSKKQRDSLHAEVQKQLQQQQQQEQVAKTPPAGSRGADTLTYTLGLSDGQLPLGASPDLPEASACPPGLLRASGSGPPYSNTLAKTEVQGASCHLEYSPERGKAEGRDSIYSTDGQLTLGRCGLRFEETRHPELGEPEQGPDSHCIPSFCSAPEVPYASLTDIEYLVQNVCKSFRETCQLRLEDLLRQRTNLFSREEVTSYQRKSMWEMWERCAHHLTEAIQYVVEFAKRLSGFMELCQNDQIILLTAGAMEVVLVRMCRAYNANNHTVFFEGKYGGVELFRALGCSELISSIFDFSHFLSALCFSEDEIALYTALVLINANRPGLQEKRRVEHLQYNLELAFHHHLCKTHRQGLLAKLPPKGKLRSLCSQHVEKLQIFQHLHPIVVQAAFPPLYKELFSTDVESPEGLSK
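Luminescence from a UAS-regulated Photinus luciferase reporter in stably transfected Drosophila Schneider cells is measured; decreased signal marks ROR gamma inhibition. Fusion expression is induced by 700 uM copper sulfate for 20 hr.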
ELG1 genotox – qHTS screen for small molecules that induce genotoxicity in human embryonic kidney (HEK293T) cells expressing luciferase-tagged ELG1; Potency, µM (doses to about 46 µM), without a hit: at the highest dose activity change, positive = activation, actives largely listed as activators; HEK293T ELG1-luciferase reporter, luminescence, 16 h; 330,000 tested, 1.3% active; AID 504466, 2011; note: potency is the fitted concentration of half-maximal effect; % of control where 0% means no effect; nearly all actives have a fitted effect of over 60% in size
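Luminescence read-out: rising ELG1-luciferase signal, reflecting elevated ELG1 protein under genetic stress, flags genotoxic compounds. Cells were treated for 16 hr at 37 °C before ONE-Glo detection.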
uPA generation – qHTS for Inhibitors of Cell Surface uPA Generation. cell surface uPA generation assay, qHTS. Potency, µM (doses to about 38.3 µM), without a hit: at the top dose activity change, negative = inhibition, hits mostly inhibitors. 330,000 tested, 0.31% active; active = well fitted inhibition curve with a large enough effect; inconclusive = small, poorly fitted or top-dose-only effect; inactive = no such curve, though single readings can be large or run the other way; tested in mouse RAW 264.7 cells; note: potency is the fitted concentration of half-maximal effect; % is set by controls: 0 for no effect and ±100 for the full control effect; nearly all actives have a fitted effect of over 55% in size
Rab9 prom act – qHTS Assay for Rab9 Promoter Activators | 320,000 tested, 2.8% active | Huh7 Rab9 promoter-luciferase reporter, luminescence, 24 h | Potency, µM (top dose mostly 9.22 µM), for inactives: top-dose activation, negative = inhibition, actives largely listed as activators; note: potency is the fitted concentration of half-maximal effect; % of control where 0% means no effect; nearly all actives have a fitted effect of over 60% in size
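Cell-based reporter: Huh7 stable for Rab9 promoter-driven luciferase, plated in reduced-serum medium with 10% FBS at 1500 cells/well, compound-treated 24 h at 37 °C, luminescence read after 10 min reagent.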
Starred values were filed as active, the others as inactive; ? = inconclusive; · = not tested or not shown; [ ] = remark or other dose. Unless noted, calls come from the whole dose curve; as a rule, active = well fitted curve in the direction sought with a large enough effect; inconclusive = small, poorly fitted or top-dose-only effect, or another doubt; inactive = no such curve, though single readings can be large; an effect the other way counts as inactive or inconclusive.

SMILES	Gal4-VP16 FLuc	FLuc counter	Giardia killer	Coupling enz	KCNH2 3.1 inh	Tb PFK inh	NPC1 prom act	RORgamma inh	ELG1 genotox	uPA generation	Rab9 prom act
COc1ccc(-c2cc3ccc(OC)cc3cn2)cc1	·	0.19µM*	?	·	·	-4%	0.28µM*	·	?	?	0.32µM*
COc1ccc(OC)c(S(=O)(=O)NC(C)c2ccc(-n3ccnc3)cc2)c1 (stereo not given)	·	3%	4	·	2	0%	1%	·	0%	4%	-1%
CC(C)OCCCNc1ccc(N2C(=O)CCCC2=O)cc1[N+](=O)[O-]	5%	3%	2	0	2	2%	-2%	28%	-4%	-4%	14%
COC(=O)/C=c1/s/c(=C(/C#N)C(=O)N2CCOCC2)n(-c2ccccc2)c1=O	14%	3%	-12	2	3	-1%	-1%	-16%	2%	3%	-4%
COc1ccc2c(c1)c(=O)oc1c(C)c(OC(C)C(=O)NCC3CCC(C(=O)O)CC3)ccc12 (stereo not given)	-6%	15µM*	7	0	4	-1%	8%	43%	9%	1%	5%
CS(=O)(=O)c1nc(-c2ccc(Br)cc2)cc(-c2ccccc2)c1C#N	?	5%	-7	0	-33	7%	-8%	3.2µM*	-38%[inhibitor]	-5%	-21%
CC(/C=C/c1ccc2c(c1)OCO2)=N/NC(=O)C1COc2ccccc2O1 (stereo not given)	?	-10%	·	4	·	-3%	-3%	?	-2%	·	-7%
CC1CCN(C(=O)CSCc2ccc(Cl)cc2)CC1	17%	19µM*	8	4	-11	2%	?	?	15µM*	13%	3.2µM*
Cn1c(Cn2nnc3ccccc32)nnc1SCC(=O)N1CCc2ccccc21	2%	1%	8	4	15	2%	0%	8%	-5%	6%	2%
CNC(=S)N(C)[C@H]1c2c(ccc3ccccc23)OC[C@H]1CO	-11%	-6%	2	-1	0	-1%	-1%	28%	-5%	-2%	3%
COC(=O)/C=C1/N/C(=N\c2nc(C)cc(C)n2)N(c2cccc(C)c2)C1=O	1%	0%	-3	1	-1	0%	2%	?	4%	-9%	-8%
Cc1ccc(NS(=O)(=O)c2ccc(OCC(=O)NCC3CCCO3)cc2)cc1 (stereo not given)	1%	-1%	12	4	-1	-1%	-3%	25%	-1%	4%	-6%
C=CCn1c(Sc2nc(C)cs2)nc2c1c(=O)[nH]c(=O)n2C	-3%	0%	-12	0	-2	-1%	-1%	-4%	1%	·	-3%
CCOC(=O)C1=C(N)Oc2cc(O)ccc2C1c1ccccc1 (stereo not given)	-5%	-6%	-12	0	8	-3%	1%	-24%	-1%	-29%	-1%
O=C(NCC(=O)N1CCN(S(=O)(=O)c2ccccc2F)CC1)c1ccc2ccccc2c1	·	4%	-4	·	13	-6%	-2%	·	-1%	4%	-3%
c1cn2c(NC3CCCCC3)c(-c3ccc(SC4CCCCC4)cc3)nc2cn1	·	?	0	·	-18	-8%	1%	·	-1%	-17%	-2%
Cc1onc(-c2ccccc2Cl)c1C(=O)N1CCN(C(=O)c2ccco2)CC1	-7%	4%	2	4	13	-3%	0%	0%	-6%	0%	-2%
COc1ccccc1-n1c(SCC(=O)N2CCCC2)nc2cccnc21	-12%	-7%	23	-26	3	-5%	-4%	-28%	4%	1%	19%
O=[N+]([O-])c1ccc(OCC(O)CN(C2CCCCC2)C2CCCCC2)cc1 (stereo not given)	-4%	4%	-2	-1	-106*	0%	1%	-5%	-5%	8%	-3%
C=CCNC(=O)c1ccc2c(=O)n(CCCN3CCCC3=O)c(=S)[nH]c2c1	-4%[10 µM]	-3%	-1	-3	8	2%	1%	36%	5%	9%	0%
CCOC(=O)N1CCC(NC(=O)CS(=O)Cc2nc(-c3ccc(C)cc3)oc2C)CC1 (stereo not given)	1%	1%	-3	·	11	1%	1%	9%	-6%	-7%	4%
CCOc1ccccc1NC(=O)Cn1c(=O)c(OCC)nc2cnccc21	-3%	0%	7	·	-2	1%	1%	0%	5%	?	-4%
Cc1ccc(-c2nc3ccccc3c(=O)n2CCCn2ccnc2)cc1	-6%	5%	26	6	-1	1%	-1%	2%	1%	-9%	5%
C=CCn1c(COc2ccccc2)nnc1SCC(=O)Nc1ccc(S(N)(=O)=O)cc1	-1%	-2%	-7	3	-20	1%	0%	3%	1%	6%	1%
Cc1cc(C(=O)CSc2nnc(-c3ccncc3)n2-c2ccccc2)c(C)n1C	4%	-6%	?	-2	0	-10%	-2%	25%	-3%	1%	-6%
CN(C)c1nc(Oc2ccc(=O)[nH]n2)nc(N2CCOCC2)n1	-7%	2%	15	4	19	1%	0%	-7%	-1%	14%	6%
Nc1ccc2nc(SCC(=O)Nc3ccc(N4CCOCC4)c(Cl)c3)sc2c1	?	?	1	-7	4	-1%	12%	?	?	-7%	7%
CC1Cc2ccccc2N1Cc1cccc([N+](=O)[O-])c1 (stereo not given)	-19%	0%	-19	0	-3	0%	2%	1%	0%	0%	-1%
CCN(CC)S(=O)(=O)c1ccc(OC)c(NC(=O)c2cn(CC)c3nc(C)ccc3c2=O)c1	-7%	-1%	-7	0	1	0%	-3%	-8%	3%	10%	-4%
COc1ccc(C(CC(=O)NCc2ccccc2)Sc2n[nH]c(-c3ccccc3)n2)cc1 (stereo not given)	-24%	1%	3	6	9	-2%	-7%	-31%	7%	4%	-2%
S=c1[nH]nc(-c2ccncc2)n1/N=C/c1cn(-c2ccccc2)nc1-c1ccccc1	1%	2.7µM*	-4	5	-1	4%	21%	-10%	17%	2%	?
COCCn1c(=NC(=O)c2nc3ccccc3s2)sc2cc(S(C)(=O)=O)ccc21	-3%	4%	0	0	0	9%	-1%	14%	12%	1%	-5%
CC(=O)Nc1ccc(S(=O)(=O)NNC(=O)COc2cccc3ccccc23)cc1	-13%	1%	4	2	-3	0%	-1%	-8%	5%	2%	-1%
CCC(=O)Nc1ccc(NC(=O)CSc2nnnn2Cc2ccccc2)cc1C	24%	-14%	-2	5	4	-1%	2%	39%	2%	1%	7%
O=C(COC(=O)/C=C/c1cccc(Cl)c1)NCCc1ccccc1	-10%	7%	-15	4	2	-3%	1%	-25%	0%	7%	2%
CC(Sc1nc(-c2ccc(F)cc2)cs1)C(=O)Nc1ccc(Cl)cn1 (stereo not given)	-16%	0%	-3	1	-2	-2%	6%	-6%[10 µM]	-5%	-10%	-1%
Cc1ccc(CCNC(=O)C2CCN(S(=O)(=O)N3CCCC3)CC2)cc1	-3%	8%	-5	8	-14	3%	-1%	3%	0%	14%	-7%
FC(F)(F)c1cc(-c2ccco2)nc(NCCc2ccccc2)n1	-4%	?	17	-2	-5	-3%	3%	37%	3%	3%	8%
COc1ccc2cc(C(=O)Nc3ccc(Cl)cc3)sc(=O)c2c1OC	?	4%	-4	1	-2	0%	0%	-3%	6%	-2%	-8%
CCOc1ccc2nc(SCC(=O)NC3CCS(=O)(=O)C3)[nH]c2c1 (stereo not given)	-2%	-7%	-3	-2	12	1%	4%	-16%	-11%	-7%	3%
CC(C)Cn1c(/C=C/c2ccco2)nc2ccccc21	?	?	29	-2	-18	-3%	-3%	11µM*	2%	2%	-3%
COc1ccc(OCC(=O)NNC(=S)NC(=O)c2ccc(Br)o2)cc1	-17%	?	-16	·	5	-1%	0%	-16%	-2%	7%	-1%[1.84 µM]
O=C1OC(c2ccccc2)=C/C1=C/N1CCCCC1	-9%	6µM*	8	2	9	0%	2.5µM*	-11%	?	-21%	2.5µM*
Cc1cccnc1NC(=O)CNC(=O)COc1ccccc1	·	5%	30	·	25	4%	-4%	·	3%	-1%	1%
CCOC(=O)c1sc(NC(=O)c2cc(-c3ccc(C)cc3)nc3ccccc23)c(C#N)c1C	-10%	12µM*	-7	5	9	-3%	-3%	35%	-6%	3%	-14%
COc1ccc(CCNC(=O)CSc2nc(C)cc(C)n2)cc1OC	1%	1%	4	0	-2	-2%	-3%	12%	-2%	8%	-1%
Cc1cc(C)n(-c2nc3ccccc3c(=O)n2OCC(=O)Nc2c(C)cccc2C)n1	?	4%[2.3 µM]	-10	1	-35	-8%	-1%	11µM*	-8%	-5%	5%

No enrichment for hits; 14% or so of the library scored in one or more.
